Screens as filed in PubChem.
FXIIa inh = blocks human coagulation factor XIIa protease activity | purified FXIIa, Boc-QGR-AMC fluorogenic substrate, 2 h | 0.3% of 220,000 active | inhibition, % at 5 µM; in the data active means inhibition above about 40%;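 further: 0% = enzyme with no compound and 100% = blank without enzyme; many of its hits are not listed in these tables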
TNF necrop inh = TNF-alpha cell death inhibition in Jurkat FADD-/- cells | Jurkat FADD-/- TNF necroptosis rescue, ATP luminescence, 24 h; 0 = TNF only, 100 = no-TNF cells | 0.068% of 220,000 active | activation (protection from cell death), % at 10 µM;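 active means activation, meaning protection from cell death, of at least 50% relative to plate controls; inactive means activation below 50%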;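 further: necroptosis triggered by 40 ng/mL TNF-alpha added together with compound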
KLK5 inh = blocks human kallikrein 5 protease activity. inhibition, % at 5 µM. 0.59% of 210,000 active. Q9Y337. recombinant hK5, fluorogenic AMC substrate cleavage;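 active means inhibition of 40% or more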;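 further: 0% = enzyme controls without compound and 100% = no-enzyme blanks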
Target sequence (Q9Y337 67-293 limits assumed): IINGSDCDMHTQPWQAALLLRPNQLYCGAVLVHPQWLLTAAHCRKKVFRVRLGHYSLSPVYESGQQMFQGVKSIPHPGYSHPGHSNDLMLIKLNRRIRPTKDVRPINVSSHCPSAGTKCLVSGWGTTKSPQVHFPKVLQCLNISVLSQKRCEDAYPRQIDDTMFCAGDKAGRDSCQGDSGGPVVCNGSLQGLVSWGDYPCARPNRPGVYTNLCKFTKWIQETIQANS
FXIa inh = factor XIa (human) inhibition; P03951; purified FXIa, Boc-Glu-Ala-Arg-AMC fluorogenic substrate; inhibition, % at 5 µM; 0.14% of 220,000 active; AID 798;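 active means inhibition of at least 40%; inactive means inhibition below 40%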;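 further: fluorescence of freed AMC excited at 355 nm; 0% = enzyme without compound and 100% = no enzyme blank; many of its hits are not listed in these tables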
Target sequence (P03951 19-387 limits assumed): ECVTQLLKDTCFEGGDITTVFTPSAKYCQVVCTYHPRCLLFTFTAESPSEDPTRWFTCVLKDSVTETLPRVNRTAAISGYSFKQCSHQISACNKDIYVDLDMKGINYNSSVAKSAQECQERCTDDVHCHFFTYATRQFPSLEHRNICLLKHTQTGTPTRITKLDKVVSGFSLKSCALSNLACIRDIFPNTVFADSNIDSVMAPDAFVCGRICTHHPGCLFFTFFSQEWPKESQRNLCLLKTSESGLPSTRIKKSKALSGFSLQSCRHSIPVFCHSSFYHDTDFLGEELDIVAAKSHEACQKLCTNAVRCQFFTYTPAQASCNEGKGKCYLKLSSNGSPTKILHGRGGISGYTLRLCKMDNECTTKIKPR
Target sequence (P03951 388-625 limits assumed): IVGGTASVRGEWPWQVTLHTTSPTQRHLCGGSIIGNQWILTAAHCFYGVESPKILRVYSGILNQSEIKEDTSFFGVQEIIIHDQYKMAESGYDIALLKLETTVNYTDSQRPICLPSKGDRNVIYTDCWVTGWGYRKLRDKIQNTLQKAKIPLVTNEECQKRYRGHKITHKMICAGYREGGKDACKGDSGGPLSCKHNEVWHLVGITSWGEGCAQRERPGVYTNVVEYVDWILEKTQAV
L929 necroptosis = blocks zVAD induced death of L929 cells; L929 zVAD necroptosis rescue, ATP luminescence, 24 h; with zVAD 60 µM; viability rescue, % at 10 µM; 0.38% of 220,000 active;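 active means activation, scaled between plate controls, above about 75%, limit read from the data; inactive means activation under that limit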;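 further: 0% = zVAD with DMSO and 100% = DMSO alone without zVAD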
Thrombin inh = inhibitors of human thrombin; P00734; alpha-thrombin, Boc-VPR-AMC fluorogenic substrate cleavage; inhibition, % at 5 µM; 0.26% of 220,000 active; AID 1046;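 active means inhibition at or above 40%; inactive means inhibition below 40%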;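 further: 0% = enzyme with no compound and 100% = wells without enzyme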
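Assay system: human alpha-thrombin enzyme. Reagent: Boc-VPR-AMC substrate, 15 µM final. Compound dosing: one concentration per compound, 5 µM, with 0.2% DMSO. Incubation: room-temperature reaction. Technique: AMC fluorescence, 355/460 nm. Measure: % inhibition relative to enzyme controls and enzyme-free blanks.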
Rad51 HR inh = blocks human Rad51 in homologous recombination; Q06609; hRad51 DNA strand exchange, fluorescence dequenching; inhibition, % at 10 µM; 0.085% of 200,000 active; AID 1385;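 active means inhibition above 40% at the single screening dose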;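 further: 0% = DMSO control wells and 100% = blanks with heterologous ssDNA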
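Read-out basis: percent inhibition relative to plate controls and blanks / Assay system: human Rad51 nucleoprotein filaments preassembled on unlabelled ssDNA / Timing: filaments 15 min 37 °C, then compound 30 min / Control set: per-plate controls and blanks / Technique: fluorescence dequenching at 485/520 nm / Compound: 10 µM final, single point / Also added: Fluorescein- and BHQ1-tagged 47-mer duplex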
Cl transport mod = modulates chloride dependent transport by human KCC2 | B-score of Tl+ flux slope (higher = more flux/activation; lower = inhibition) at 10 µM | KCC2 cells, thallium flux FluoZin-2 fluorescence | 2.2% of 190,000 active | Q9H2X9;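 active means thallium flux slope and its plate-corrected score both differing from the plate sample mean at a set confidence after two filtering rounds, in either direction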;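 further: slope of fluorescence scaled to starting intensity during 10 to 20 s after thallium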
Hck-Nef inh = inhibitors of human Hck kinase activated by Nef. inhibition, % at 20 µM. 0.68% of 220,000 active. AID 463187. Recombinant Hck-YEEI plus Nef, Z-Lyte FRET kinase assay. P08631;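 active means Hck-Nef kinase inhibition above about 50%, limit read from the data; inactive means inhibition below that limit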;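 further: 0% = DMSO with Hck plus Nef and 100% = Hck alone without Nef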
Numbers without * were called inactive; / = no result given. This is a subset (hit frequency here may not be typical).

SMILES	FXIIa inh	TNF necrop inh	KLK5 inh	FXIa inh	L929 necroptosis	Thrombin inh	Rad51 HR inh	Cl transport mod	Hck-Nef inh
CCOC(=O)C(NC(=O)Cc1ccccc1)(Nc1cc(C)on1)C(F)(F)F (stereo not drawn)	11	-2.1	-6	2	-0.3	-2	-2	0.17	-1
Cc1cc(C(=O)Nc2c(C)n(C)n(-c3ccccc3)c2=O)c2ccccc2n1	11	-0.7	2	0	0.1	7	-5	-0.054	2
CC(C)CC(NC(N)=O)C(=O)Nc1ccc(Cl)c(Cl)c1 (stereo not drawn)	3	8.1	-4	-2	0.6	-5	-8	0.75	9
COc1ccc2c(c1)c(C(=O)N/N=C/c1ccc(OC)c(OC)c1)c(C)n2C	3	1.0	18	9	0.4	1	-3	-0.54	-1
COc1ccc(C(=O)Nn2cnc3ccccc3c2=O)c(OC)c1	-4	-0.3	-19	-4	0.4	3	/	-0.6	1
CCCN1CCN(CCCNC(=O)Cn2cc3c(n2)CCCC3)CC1	7	1.8	-28	2	0.2	-7	1	0.27	-6
CC1CCCCC1NC(=O)c1ccc(S(=O)(=O)NCc2ccco2)cc1 (stereo not drawn)	18	0.7	-6	16	0.7	-4	-6	0.038	0
O=C(Nc1ccc([N+](=O)[O-])cc1)C(=O)Nc1cccc(C(=O)O)c1	6	-11	-1	0	-0.5	-3	3	/	14
O=C(O)COc1ccccc1/C=C1\SC(=S)N(c2cccnc2)C1=O	5	-2.7	-16	2	-0.4	-6	19	-0.51	9
NS(=O)(=O)c1ccc(NC(=O)/C=C/c2cccs2)cc1	5	2.3	-3	-1	0.0	-8	-1	2.1	26
Cc1ccc(-n2c(Cc3ccccc3)n[nH]c2=S)cc1	9	-1.4	3	-7	0.0	-4	-1	-0.51	0
Cc1cccc(NC(=O)C(=O)NCCCN2CCOCC2)c1	6	0.5	-4	1	0.6	-5	/	0.018	13
CCn1c(COc2ccc(Cl)cc2)nnc1SC1CCc2ccccc2C1=O (stereo not drawn)	2	2.0	-6	-2	-0.2	-18	2	-1.6	2
CC(=O)c1cc2c(cc1NS(=O)(=O)c1ccc3c(c1)OCCO3)OCO2	4	-3.7	-8	-4	0.9	-5	-4	-0.99	1
COc1cccc(/C(O)=C2/C(=O)C(=O)N(CCN3CCOCC3)C2c2cccnc2)c1 (stereo not drawn)	14	1.6	-6	11	1.6	-2	/	-0.99	-10
Cc1ccc2cc(/C=N/Nc3ccc(C(=O)O)cc3)c(Cl)nc2c1	8	-2.4	4	5	1.6	-2	-56	-1.6	-18
C#CCOCCOCCOCCNc1nc(N2CCN(C(=O)[C@H](CCCCN)n3cc([C@@H](N)CO)nn3)CC2)nc(N2CCN(C(=O)[C@H](Cc3cc4ccccc4[nH]3)n3cc([C@@H](N)CO)nn3)CC2)n1	1	-0.1	-3	-6	-0.1	-10	/	0.33	14
Cc1cc(NC(=O)CCC(=O)N(CC(=O)NCC2CCCO2)Cc2ccc(F)cc2)no1 (stereo not drawn)	10	-1.1	-12	0	0.2	-2	0	0.16	5
CP(C)(=O)CCP(=O)(c1ccccc1)c1ccccc1	3	2.0	-11	-4	3.0	-6	-35	-0.2	0
COc1ccc([N+](=O)[O-])cc1N(CC(=O)O)S(C)(=O)=O	4	2.0	-1	0	1.6	0	-12	0.12	-10
O=C(Nc1ccccc1[N+](=O)[O-])C1=C(O)CCn2c1nc1ccccc12	13	0.8	0	7	0.3	2	-11	0.24	-7
CC(C)(C)OC(=O)NCc1n[nH]c(=S)n1C1CC1	19	1.9	8	3	-1.1	6	-15	-0.042	-12
CCCCn1c(SCC(=O)N2CCC(C(=O)OCC)CC2)nc2cc(S(N)(=O)=O)ccc21	6	-0.7	-25	9	-0.3	2	3	-0.68	2
O=C(NCc1ccccc1)NC1(C(=O)N2CCCC2)CCCCC1	13	0.1	-4	3	0.3	2	0	/	1
CCCCCCCCc1nnc(N)s1	9	2.4	4	4	0.8	-2	/	-1.5	23
(list continues)
SMILES	FXIIa inh	TNF necrop inh	KLK5 inh	FXIa inh	L929 necroptosis	Thrombin inh	Rad51 HR inh	Cl transport mod	Hck-Nef inh
CCOC(=O)c1cccc(NC(=O)CCS(=O)(=O)c2ccc(Br)s2)c1	7	0.6	21	-6	1.6	6	0	/	-2
CCN=c1scc(C)n1/N=C/c1cc(Br)c(O)c(Br)c1	0	-0.3	-6	-4	1.3	-4	/	-1.6	29
N=c1oc2ccc3ccccc3c2cc1C(N)=S	2	-4.2	-2	-3	54	-9	0	0.097	23
Cn1c(=O)c2c(nc(CN3CCOCC3)n2CCc2ccccc2)n(C)c1=O	17	0.4	-22	3	0.1	-2	8	0.24	5
CCOc1ccccc1NC(=O)C1CCCCN1S(=O)(=O)c1ccc(F)cc1 (stereo not drawn)	13	1.1	-3	2	0.4	0	-5	/	1
O=C(Cc1csc(N2CCOCC2)n1)N/N=C/c1ccc(F)cc1	9	0.9	-2	4	1.1	3	-5	0.83	-2
CCN(CCNS(=O)(=O)c1ccc2[nH]c(=O)sc2c1)c1ccccc1	17	0.0	1	7	0.5	-1	-2	-0.35	18
COc1ccc(C(=O)Nc2ccccc2C(=O)NC(Cc2ccc(O)cc2)C(=O)NNC(=O)c2ccccc2Cl)cc1 (stereo not drawn)	15	2.1	-22	6	0.7	2	4	0.2	66*
CS(=O)(=O)N(CC(=O)N1CCc2ccccc2C1)Cc1ccccc1	4	-1.5	3	-2	-1.1	-4	-8	-0.014	2
COc1ccc(NC(=O)CSc2nnc(Cn3cnc([N+](=O)[O-])n3)n2C)cc1	10	1.3	-2	6	0.4	-2	9	2.2	3
O=C(Nc1ccc(N2CCN(C(=O)c3ccccc3)CC2)cc1)c1ccc([N+](=O)[O-])o1	4	-8.2	/	0	36	-4	-23	0.98	9
COc1ccc(/C=N/NC(=O)c2[nH]c(C)c(C(=O)N/N=C/c3ccc(OC)cc3)c2C)cc1	3	-1.6	0	-5	3.4	-2	1	-2.5	2
C=C(C)C(=O)N1CC2(CC(c3cccc(NC(=O)COc4ccc(Cl)cc4)c3)=NO2)C[C@@H]1C(N)=O (stereo partly drawn)	7	1.2	1	1	-0.4	-1	-8	-0.18	29
O=C(Cn1c(=O)sc2ccccc21)Nc1ccccc1	9	2.2	-20	0	0.1	-1	-5	6.7*	-1
Cc1cccc(C2c3[nH]c4ccccc4c3CCN2C(=O)c2cc3c([nH]c2=O)CCCC3)n1 (stereo not drawn)	5	-5.0	3	-1	0.4	-15	-1	-0.41	12
CCCN(CCC)CCNC(=O)C1CCN(Cc2nc(-c3ccc(Cl)cc3)oc2C)CC1	23	-9.8	-9	3	6.1	0	1	0.36	0
CCOC(=O)N/N=C/c1ccccc1OCc1ccc(Cl)cc1	10	1.2	-10	9	0.2	1	/	-0.46	3
COc1cc(OC)nc(NC(=O)C(C)C)n1	10	1.3	-14	2	0.2	-3	1	0.91	18
CCOC(=O)c1nnn(CC(=O)Nc2cccc(Cl)c2C)c1C(=O)OCC	10	-0.5	6	-1	-0.5	0	7	/	-1
CC(=O)Nc1ccc(SCC(=O)Nc2cc(C(C)(C)C)nn2-c2ccccc2)cc1	-8	6.1	-10	-6	1.4	-7	3	0.77	-3
Cc1cc(=O)n2c(n1)NC(Nc1cccc(C)c1C)=NC2c1ccc(F)cc1 (stereo not drawn)	10	4.3	0	-1	-0.4	-2	-10	-0.36	19
CCN1C(=O)/C(=C/c2cc(C)n(C)c2C)SC1=Nc1ccc(OC)cc1	6	-0.5	4	10	-0.5	-20	3	1	4
CCOc1cc(C)cc2oc(=O)cc(-c3ccccc3)c12	20	-1.0	-18	-6	-0.5	-8	10	-0.1	6
Cc1ccc2oc(=O)cc(CN3CCN(C/C=C/c4ccccc4)CC3)c2c1	9	-1.9	-3	2	-0.6	2	19	0.14	10
CN(c1ccccc1C(=O)N1CCN(Cc2ccc3c(c2)OCO3)CC1)S(C)(=O)=O	4	0.2	-1	-4	2.6	-8	1	1.5	19
(continued)
SMILES	FXIIa inh	TNF necrop inh	KLK5 inh	FXIa inh	L929 necroptosis	Thrombin inh	Rad51 HR inh	Cl transport mod	Hck-Nef inh
CCOc1cc(/C=C2/C(=N)N3C=CSC3=NC2=O)ccc1OCCCOc1ccccc1C	18	-0.6	4	8	-0.1	7	7	1.1	4
COC(=O)/C(=C/c1cn(C)c2ccccc12)[N+](=O)[O-]	5	-3.2	-26	1	-0.2	3	/	-0.76	3
COc1ccc(/C=N/Nc2cc(=O)n(C)c(=O)n2C)cc1OC	6	0.6	-4	-10	-0.6	-13	-5	-0.12	0
CC1(CCC#N)N=C(SCCC#N)N(c2ccccc2)C1=O (stereo not drawn)	-1	1.3	-6	-7	0.6	-3	-3	0.75	-2
COC(OC)c1ccc(C#N)c(=O)[nH]1	13	-0.6	3	3	0.7	-1	-12	-1.4	14
Cc1ncc(S(=O)(=O)C(C)(C)C)c(N)n1	8	0.9	-6	-5	1.0	2	15	0.86	5
Cc1ccc(NC(=S)N(CCCN2CCOCC2)Cc2cccnc2)cc1C	6	0.0	1	-2	1.0	-2	-5	-0.41	23
CCOc1ccccc1CN1CCN(Cc2ccon2)CC1CCO (stereo not drawn)	4	3.4	-1	-2	-0.1	-7	/	-0.86	2
CC(=O)c1nc2ccccc2n1S(=O)(=O)c1ccc(Cl)cc1	2	-0.4	14	0	-0.1	2	6	-0.29	2
O=C(c1cccc(F)c1)N1CCN(S(=O)(=O)c2ccc(C(F)(F)F)cc2)CC1	5	-2.3	1	-5	-0.1	-3	/	0.11	2
CC12CCCCC1c1ccccc1C(=NCC(=O)O)N2 (stereo not drawn)	7	0.2	3	-3	-0.2	-7	-5	0.84	-1
NC(=O)N\N=C/C=C/C=C/c1ccc(F)cc1	2	-3.5	9	2	0.9	-7	15	-1.7	16
O=C(c1ccc(CSc2nc3ccncc3[nH]2)cc1)N1CCN(c2cccc(Cl)c2)CC1	7	-19	-7	3	/	-1	2	-1.9	-8
Cn1c(=O)cc(OCCCC(=O)NCCCN2CCN(Cc3ccccc3)CC2)c2ccccc21	2	-6.1	-12	-4	-0.3	-5	-2	-0.69	1
COC(=O)N/N=C/c1cc(C)n(-c2ccc(Br)cc2)c1C	4	-2.2	-3	1	0.5	-7	16	/	7
Clc1ccc(-c2nnc(C34CC5CC(CC(C5)C3)C4)o2)cn1	6	-0.2	5	1	-0.1	-1	/	1.3	-18
Cc1ccc(NC(=O)CN2CCCC2)c2c1CC(C)(C)O2	6	0.0	/	-7	0.0	-9	-36	1.5	0
N#Cc1cccnc1Nc1cccc(Cl)c1	6	1.4	-6	9	-0.1	0	5	1	3
CCCn1nnnc1-c1cc(Cl)cc(Cl)c1	3	-3.2	8	-6	0.0	-6	-6	-0.19	1

Some entries already given, reduced to TNF necrop inh.
molecule,TNF necrop inh
CN(c1ccccc1C(=O)N1CCN(Cc2ccc3c(c2)OCO3)CC1)S(C)(=O)=O,0.2
Cn1c(=O)c2c(nc(CN3CCOCC3)n2CCc2ccccc2)n(C)c1=O,0.4

A few values from the list.
CC12CCCCC1c1ccccc1C(=NCC(=O)O)N2 (stereo not drawn) | Rad51 HR inh: -5
Cn1c(=O)cc(OCCCC(=O)NCCCN2CCN(Cc3ccccc3)CC2)c2ccccc21 | L929 necroptosis: -0.3
CC(=O)c1nc2ccccc2n1S(=O)(=O)c1ccc(Cl)cc1 | KLK5 inh: 14
CCCn1nnnc1-c1cc(Cl)cc(Cl)c1 | Thrombin inh: -6
